FID counter: counter-screen for HCV NS3 helicase inhibitors: DNA intercalator displacement. 290,000 compounds, 0.17% hits. inhibition, % at 7.9 µM. DNA fluorescent intercalator displacement, fluorescence; in the data active = inhibition above about 37%;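 also: 0% = vehicle and 100% = reference compound; higher means more ethidium bromide displaced from hairpin DNA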
GalR3 antag: antagonists of human GalR3; O60755; HEK293 GalR3-CNG cAMP membrane potential fluorescence; galR3 body fused to GalR1 C-terminus; inhibition, % at 3 µM; 360,000 compounds, 0.44% hits; AID 651719;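 active = inhibition above the screen-wide average plus 3 SD, cut at about 13% in these data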;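 also: forskolin and galanin both at EC90 stimulate the cells; cAMP rise reported by CNG channel membrane potential dye signal; 0% = forskolin plus galanin with DMSO and 100% = forskolin alone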
Target sequence (O60755 1-299 limits assumed): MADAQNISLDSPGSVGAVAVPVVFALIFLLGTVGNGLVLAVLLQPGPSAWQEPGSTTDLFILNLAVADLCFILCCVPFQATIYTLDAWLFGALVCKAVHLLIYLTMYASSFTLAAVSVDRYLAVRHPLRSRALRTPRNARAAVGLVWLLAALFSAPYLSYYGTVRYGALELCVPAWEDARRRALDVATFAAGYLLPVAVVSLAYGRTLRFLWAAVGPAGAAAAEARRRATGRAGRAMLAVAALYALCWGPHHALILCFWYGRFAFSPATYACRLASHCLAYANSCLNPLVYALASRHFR
CRFR2-BP ag: agonists of human CRF-binding protein/CRF-R2 receptor complex; HEK293 CRF-R2/CRF-BP, calcium dye fluorescence (FLIPR); percent of saturating CRF peptide response; activation, % at 13.2 µM; 350,000 compounds, 0.46% hits; AID 588473;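 active = activation of at least 50%, plus an integration ratio under a set limit after plate pattern correction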;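 also: plate controls were neutral control wells without compound for no effect and CRF at EC100 for full effect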
CRFBP-R2 block: blocks CRF-induced signaling of the CRF-BP/CRF-R2 complex. inhibition, % at 11.8 µM. HEK293 CRF-R2/CRF-BP, CRF-induced calcium fluorescence. 350,000 compounds, 0.59% hits;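 active = inhibition of the ligand-induced calcium signal above about 50% at the single tested concentration, limit read from the data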
MEKK3 PB1 HTS: raises or lowers MEK5 binding to the human MEKK3 PB1 domain | AID 1529 | binding response (% of control), % at 10 µM | 290,000 compounds, 1.4% hits | bead-based flow cytometry, Alexa488-MEK5 binding to MEKK3; actives lie on both sides; 0 = blocked by unlabeled MEK5, 100 = vehicle;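 active = binding response more than 3 SD above or below the average of its plate-row segment, actives on both sides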;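 also: Alexa488 bead fluorescence after subtracting the streptavidin-only scavenger bead signal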
Target sequence (Q99759 whole entry, looked up, the tested form may be a part): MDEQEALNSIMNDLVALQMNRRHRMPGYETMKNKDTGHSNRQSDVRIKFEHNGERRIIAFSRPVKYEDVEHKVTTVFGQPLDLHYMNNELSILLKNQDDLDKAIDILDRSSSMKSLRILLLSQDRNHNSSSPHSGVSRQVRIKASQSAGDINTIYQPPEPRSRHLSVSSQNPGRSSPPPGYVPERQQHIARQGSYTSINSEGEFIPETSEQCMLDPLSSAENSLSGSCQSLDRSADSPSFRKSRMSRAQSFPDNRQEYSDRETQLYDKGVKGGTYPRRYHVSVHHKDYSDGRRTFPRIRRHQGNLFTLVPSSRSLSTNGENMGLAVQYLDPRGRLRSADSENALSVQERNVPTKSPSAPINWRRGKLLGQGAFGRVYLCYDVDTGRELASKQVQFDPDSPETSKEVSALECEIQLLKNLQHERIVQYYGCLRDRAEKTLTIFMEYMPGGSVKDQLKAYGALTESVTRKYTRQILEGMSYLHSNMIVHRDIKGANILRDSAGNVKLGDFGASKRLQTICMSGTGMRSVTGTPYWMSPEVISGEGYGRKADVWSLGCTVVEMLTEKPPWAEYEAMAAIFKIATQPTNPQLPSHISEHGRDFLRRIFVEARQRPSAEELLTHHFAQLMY
SUMO HTRF inh: inhibitors of human SUMOylation (UBC9) | P63279 | HTRF SUMOylation assay, SAE1/SAE2 + UBC9, in vitro | inhibition, % at 35 µM | 290,000 compounds, 0.36% hits; in the data active = inhibition above about 50%, passing the limit was not always enough; also: strong numbers were not always called active
Target sequence (P63279 whole entry, looked up): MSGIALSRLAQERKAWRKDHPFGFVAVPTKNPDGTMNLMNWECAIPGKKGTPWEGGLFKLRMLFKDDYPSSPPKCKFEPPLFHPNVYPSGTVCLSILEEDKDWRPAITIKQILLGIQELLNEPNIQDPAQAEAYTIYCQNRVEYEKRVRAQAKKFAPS
HCV NS3 hel inh: inhibitors of Hepatitis C virus NS3 helicase; NS3 helicase DNA unwinding, Cy5 molecular beacon fluorescence; inhibition, % at 10.9 µM; 290,000 compounds, 0.56% hits; AID 1800;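 active = inhibition above the mean of all tested compounds plus 3 SD, set per campaign, cut at about 35% in these data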;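 also: 0% = DMSO wells and 100% = thioflavine S control wells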
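Material: hepatitis C virus NS3 helicase domain fragment enzyme; measured by: Cy5 fluorescence, 0 and 60 min reads; control set: DMSO and thioflavine S; incubation: 60 min unwinding reaction at 25 °C after ATP addition; read-out basis: % inhibition from 60/0 min fluorescence ratio, DMSO 0%, thioflavine S 100%; repeats: singlicate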
MEKK2 WT-MEK5: raises or lowers MEK5 binding to wildtype human MEKK2 PB1 domain | Q9Y2U5 | bead flow cytometry, Alexa488-MEK5 binding to MEKK2 WT; actives lie on both sides | binding response (% of control), % at 10 µM | 290,000 compounds, 1.1% hits; in the data active = binding response below about 67% or above about 130%
MEKK2 mut-MEK5: signal of MEK5 binding to mutant human MEKK2 PB1 domain; bead flow cytometry, Alexa488-MEK5 binding to MEKK2 mutant; percent response, % at 10 µM; 290,000 compounds, 0.35% hits; AID 1530; in the data active = percent response above about 24%, passing the limit was not always enough; also: inactives centre near 1; some results filed as inactive read as strong as hits
* = called active by the depositor. A portion of the library, so the mix of outcomes need not match the whole.

Screening COC(=O)C(NC(=O)CCc1nnc2ccc(N3CCC(C)CC3)nn12)C(C)C (stereo not drawn) returned FID counter -29.9, GalR3 antag -1.6, CRFR2-BP ag 0.0, CRFBP-R2 block -2.4, MEKK3 PB1 HTS 107.0, SUMO HTRF inh -7.5, HCV NS3 hel inh -1.9, MEKK2 WT-MEK5 105.0 and MEKK2 mut-MEK5 6.0.
For CN1CN(C)C(c2ccncc2)=C1c1ccncc1 the results were FID counter -5.5, GalR3 antag -9.6, CRFR2-BP ag -0.5, CRFBP-R2 block -11.1, MEKK3 PB1 HTS 107.0, SUMO HTRF inh 21.3, HCV NS3 hel inh 7.0, MEKK2 WT-MEK5 97.0 and MEKK2 mut-MEK5 10.0.
Cc1cc(/C=C(\C#N)C(=O)NC2CCCCCC2)c(C)n1C was read as FID counter -11.7, GalR3 antag -4.7, CRFR2-BP ag -2.0, CRFBP-R2 block 5.5, MEKK3 PB1 HTS 105.0, SUMO HTRF inh 12.1, HCV NS3 hel inh 3.3, MEKK2 WT-MEK5 105.0 and MEKK2 mut-MEK5 13.0.
`CNCc1c(C)nn(-c2ccccc2)c1C` gave FID counter -2.6, GalR3 antag -4.6, CRFR2-BP ag 0.2, CRFBP-R2 block 1.5, MEKK3 PB1 HTS 93.0, SUMO HTRF inh 8.3, HCV NS3 hel inh 3.5, MEKK2 WT-MEK5 97.0 and MEKK2 mut-MEK5 -2.0.
For C=C[C@@]1(C)CC(=O)[C@]2(O)[C@@]3(C)[C@@H](O)CCC(C)(C)[C@@H]3[C@H](O)[C@H](OC(C)=O)[C@@]2(C)O1 the results were CRFR2-BP ag 1.8, CRFBP-R2 block 28.5, MEKK3 PB1 HTS 108.0, MEKK2 WT-MEK5 108.0 and MEKK2 mut-MEK5 6.0.
Screening COc1cc(NC(=O)CCN2CC(C)OC(C)C2)cc(OC)c1 (stereo not drawn) returned FID counter -6.9, GalR3 antag -3.6, CRFR2-BP ag -0.4, CRFBP-R2 block 7.4, MEKK3 PB1 HTS 97.0, SUMO HTRF inh 7.3, HCV NS3 hel inh 22.1, MEKK2 WT-MEK5 101.0 and MEKK2 mut-MEK5 3.0.
Cc1nnc(SCc2nnc(-c3cccs3)o2)n1C was read as FID counter 9.6, GalR3 antag 3.3, CRFR2-BP ag 0.6, CRFBP-R2 block -4.3, MEKK3 PB1 HTS 96.0, SUMO HTRF inh 0.7, HCV NS3 hel inh -9.2, MEKK2 WT-MEK5 97.0 and MEKK2 mut-MEK5 -2.0.
Screening CCOc1cccc(C(=O)Nc2cc(-c3nn4c(C)nnc4s3)ccc2C)c1 returned FID counter -7.7, GalR3 antag 4.0, CRFR2-BP ag -2.0, CRFBP-R2 block -8.8, MEKK3 PB1 HTS 99.0, SUMO HTRF inh 5.6, HCV NS3 hel inh -2.6, MEKK2 WT-MEK5 97.0 and MEKK2 mut-MEK5 -1.0.
Screening COc1nc(N)nc(N)c1NS(=O)(=O)c1ccc(C)cc1 returned FID counter -0.4, GalR3 antag -0.9, CRFR2-BP ag 0.0, CRFBP-R2 block -3.0, MEKK3 PB1 HTS 103.0, SUMO HTRF inh 5.4, HCV NS3 hel inh -1.4, MEKK2 WT-MEK5 110.0 and MEKK2 mut-MEK5 6.0.
O=C(O)C1C2CCC(O2)C1C(=O)Nc1ccc(F)c(Cl)c1 (stereo not drawn) was read as FID counter -0.1, GalR3 antag -4.9, CRFR2-BP ag -0.9, CRFBP-R2 block 2.7, MEKK3 PB1 HTS 103.0, SUMO HTRF inh -8.8, HCV NS3 hel inh 4.4, MEKK2 WT-MEK5 104.0 and MEKK2 mut-MEK5 3.0.
`CCC(C)NS(=O)(=O)c1ccc(NC(C)=O)cc1` (stereo not drawn) gave FID counter 2.8, GalR3 antag 2.9, CRFR2-BP ag -1.8, CRFBP-R2 block 21.7, MEKK3 PB1 HTS 86.0, SUMO HTRF inh -1.5, HCV NS3 hel inh -2.2, MEKK2 WT-MEK5 113.0 and MEKK2 mut-MEK5 -9.0.
`CCCn1c(N2CCC(Cc3ccccc3)CC2)nc2c1c(=O)[nH]c(=O)n2C` gave FID counter -27.7, GalR3 antag -1.4, CRFR2-BP ag 0.1, CRFBP-R2 block -23.9, MEKK3 PB1 HTS 105.0, SUMO HTRF inh -3.1, HCV NS3 hel inh -1.9, MEKK2 WT-MEK5 106.0 and MEKK2 mut-MEK5 0.0.
Clc1ccc(OCc2nnc3n2N=C(c2ccc4c(c2)OCCO4)CS3)c(Cl)c1 was read as FID counter -5.3, GalR3 antag -3.6, CRFR2-BP ag 1.3, CRFBP-R2 block 1.1, MEKK3 PB1 HTS 102.0, SUMO HTRF inh -5.5, HCV NS3 hel inh 2.5, MEKK2 WT-MEK5 92.0 and MEKK2 mut-MEK5 -3.0.
`C/C(CC(=O)Nc1ccc(C)c(Cl)c1)=N\NC(=O)C1CCCCC1` gave FID counter -11.5, GalR3 antag -7.5, CRFR2-BP ag -1.1, CRFBP-R2 block -4.9, MEKK3 PB1 HTS 102.0, SUMO HTRF inh 8.1, HCV NS3 hel inh -9.4, MEKK2 WT-MEK5 101.0 and MEKK2 mut-MEK5 1.0.
COc1cc(C(=O)NCCCNc2nc3c(C)cc(C)cc3cc2C#N)cc(OC)c1OC was read as FID counter -1.9, GalR3 antag -5.5, CRFR2-BP ag 2.0, CRFBP-R2 block 1.2, MEKK3 PB1 HTS 97.0, SUMO HTRF inh 9.2, HCV NS3 hel inh -6.8, MEKK2 WT-MEK5 88.0 and MEKK2 mut-MEK5 -11.0.
Screening C=CCn1c2ccccc2c2nnc(SC(CC)C(=O)Nc3sc4c(c3C#N)CCCC4)nc21 (stereo not drawn) returned FID counter 4.1, GalR3 antag -1.3, CRFR2-BP ag -0.2, CRFBP-R2 block -26.8, MEKK3 PB1 HTS 96.0, SUMO HTRF inh 15.8, HCV NS3 hel inh 1.7, MEKK2 WT-MEK5 101.0 and MEKK2 mut-MEK5 -3.0.
`COc1ccc(C(=O)Nc2cc(C)on2)cc1[N+](=O)[O-]` gave FID counter -1.0, GalR3 antag -2.6, CRFR2-BP ag 1.8, CRFBP-R2 block -12.6, MEKK3 PB1 HTS 98.0, SUMO HTRF inh -2.5, HCV NS3 hel inh -4.3, MEKK2 WT-MEK5 82.0 and MEKK2 mut-MEK5 -13.0.
Screening COc1cc2c(cc1OC)CN(C(=S)Nc1c(C)cccc1C)CC2 returned FID counter -7.6, GalR3 antag 4.6, CRFR2-BP ag -2.3, CRFBP-R2 block -9.2, MEKK3 PB1 HTS 91.0, SUMO HTRF inh 8.9, HCV NS3 hel inh -3.6, MEKK2 WT-MEK5 96.0 and MEKK2 mut-MEK5 -4.0.
For CCOc1ccccc1NC(=O)N1CCCC1C(=O)NCc1cccs1 (stereo not drawn) the results were FID counter -13.4, GalR3 antag -8.7, CRFR2-BP ag 0.1, CRFBP-R2 block 3.2, MEKK3 PB1 HTS 101.0, SUMO HTRF inh 6.6, HCV NS3 hel inh 17.2, MEKK2 WT-MEK5 99.0 and MEKK2 mut-MEK5 -4.0.
Screening CCOC(=O)C1(CCc2ccccc2)CCN(C(=O)c2cnc(C)cn2)CC1 returned FID counter -29.8, GalR3 antag -5.3, CRFR2-BP ag -0.5, CRFBP-R2 block -3.6, MEKK3 PB1 HTS 104.0, SUMO HTRF inh 1.1, HCV NS3 hel inh 4.8, MEKK2 WT-MEK5 91.0 and MEKK2 mut-MEK5 -8.0.
Screening CSc1nnc(C)c(=O)[nH]1 returned FID counter -20.4, GalR3 antag -3.9, CRFR2-BP ag 2.8, CRFBP-R2 block -0.3, MEKK3 PB1 HTS 95.0, SUMO HTRF inh 5.2, HCV NS3 hel inh -3.8, MEKK2 WT-MEK5 99.0 and MEKK2 mut-MEK5 4.0.
Screening CNC(=O)CCCc1nc(-c2ccccc2Cl)no1 returned FID counter -1.4, GalR3 antag -0.4, CRFR2-BP ag 2.2, CRFBP-R2 block 16.1, MEKK3 PB1 HTS 101.0, SUMO HTRF inh 8.6, HCV NS3 hel inh -3.1, MEKK2 WT-MEK5 102.0 and MEKK2 mut-MEK5 1.0.
Screening CC(=O)c1cc(C#N)c(SCC(=O)Nc2nccs2)nc1C returned FID counter -2.1, GalR3 antag -8.8, CRFR2-BP ag -0.5, CRFBP-R2 block -8.2, MEKK3 PB1 HTS 100.0, SUMO HTRF inh -6.0, HCV NS3 hel inh 7.8, MEKK2 WT-MEK5 104.0 and MEKK2 mut-MEK5 -6.0.
Cc1ccc(N(CC(=O)Nc2cccc(C)c2)S(=O)(=O)c2cccc3nonc23)cc1 was read as FID counter -9.0, GalR3 antag -1.1, CRFR2-BP ag -0.2, CRFBP-R2 block 1.5, MEKK3 PB1 HTS 105.0, SUMO HTRF inh -8.7, HCV NS3 hel inh -8.7, MEKK2 WT-MEK5 106.0 and MEKK2 mut-MEK5 3.0.
For COCCNc1nc(-c2cc(-c3ccc(Cl)cc3)on2)cc(C(C)C)n1 the results were GalR3 antag 0.8, CRFR2-BP ag 0.2, CRFBP-R2 block -7.3, MEKK3 PB1 HTS 94.0, SUMO HTRF inh -1.5, MEKK2 WT-MEK5 94.0 and MEKK2 mut-MEK5 1.0.
Cc1ccc(NC(=O)c2ccccc2NC(=O)c2cccnc2)cc1 was read as FID counter -20.3, GalR3 antag -3.6, CRFR2-BP ag -1.2, CRFBP-R2 block -18.1, MEKK3 PB1 HTS 100.0, SUMO HTRF inh 11.4, HCV NS3 hel inh 3.0, MEKK2 WT-MEK5 101.0 and MEKK2 mut-MEK5 0.0.
Screening Cc1nnc(NC(=O)CSc2nnc(-c3ccc(S(=O)(=O)N4CCCC4)cc3)n2C)s1 returned FID counter -9.1, GalR3 antag -7.6, CRFR2-BP ag -1.5, CRFBP-R2 block -1.3, MEKK3 PB1 HTS 104.0, SUMO HTRF inh 5.2, HCV NS3 hel inh -1.5, MEKK2 WT-MEK5 104.0 and MEKK2 mut-MEK5 9.0.
`COC(=O)CNC(=O)C(Cc1c[nH]c2ccccc12)NC(=O)Oc1ccccc1` (stereo not drawn) gave FID counter -9.1, GalR3 antag -2.8, CRFR2-BP ag 1.1, CRFBP-R2 block 4.5, MEKK3 PB1 HTS 83.0, SUMO HTRF inh -13.8, HCV NS3 hel inh -3.5, MEKK2 WT-MEK5 83.0 and MEKK2 mut-MEK5 -9.0.
For CC(C)(C)c1nc(N)nc(=O)[nH]1 the results were FID counter 1.3, GalR3 antag -4.0, CRFR2-BP ag 2.0, CRFBP-R2 block 14.2, MEKK3 PB1 HTS 91.0, SUMO HTRF inh 3.1, HCV NS3 hel inh 25.4, MEKK2 WT-MEK5 94.0 and MEKK2 mut-MEK5 -12.0.
For N=C1SCC(=O)N1c1ccc(Cl)cc1 the results were FID counter -1.6, GalR3 antag -9.1, CRFR2-BP ag 0.0, CRFBP-R2 block 2.4, MEKK3 PB1 HTS 103.0, SUMO HTRF inh 5.5, HCV NS3 hel inh 10.8, MEKK2 WT-MEK5 105.0 and MEKK2 mut-MEK5 0.0.
Screening CC(c1ccco1)N(C(=O)COc1ccc(Cl)cc1Cl)c1ccccn1 (stereo not drawn) returned FID counter -23.8, GalR3 antag -0.3, CRFR2-BP ag -2.8, CRFBP-R2 block 3.9, MEKK3 PB1 HTS 101.0, SUMO HTRF inh 1.6, HCV NS3 hel inh 0.6, MEKK2 WT-MEK5 99.0 and MEKK2 mut-MEK5 4.0.

From PubChem
